Screening data from PubChem.
BCLXL inh: blocks human Bcl-xL binding to Bim BH3 peptide | inhibition, % at 10.9 µM | GST-Bcl-xL / FITC-Bim BH3 peptide fluorescence polarization | Q07817 | hit rate 0.7% among 320,000;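 active = inhibition above the mean of all tested compounds plus 3 SD, cutoff set per campaign, cut at about 30% in these data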;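 note: 0% = DMSO wells and 100% = unlabeled Bim-BH3 peptide competitor; inhibitors lower millipolarization by displacing the labeled peptide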
Target sequence (Q07817 whole entry, looked up): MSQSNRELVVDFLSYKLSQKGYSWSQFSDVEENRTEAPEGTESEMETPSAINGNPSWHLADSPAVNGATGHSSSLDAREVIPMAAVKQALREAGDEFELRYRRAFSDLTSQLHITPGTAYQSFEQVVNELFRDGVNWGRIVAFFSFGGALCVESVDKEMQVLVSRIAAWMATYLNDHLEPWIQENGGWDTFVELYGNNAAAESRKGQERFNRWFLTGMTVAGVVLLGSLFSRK
GLD-1 TGE inh: GLD-1-TGE RNA interaction inhibition (C. elegans); Q17339; purified GLD-1 + fluorescein TGE RNA, fluorescence polarization; inhibition, % at 5.96 µM; hit rate 0.44% among 320,000;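 active = percent inhibition above a per-plate cutoff, the plate mean of test compounds plus 3 SD, cut at about 30% in these data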;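 note: 0% = DMSO wells with GLD-1 and probe and 100% = wells lacking GLD-1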
CR mimetic SO: yeast age-related superoxide inhibition as caloric restriction mimetic; S. cerevisiae aged cells, superoxide DHE fluorescence; stronger effect = lower value; superoxide response (% of plate mean), % at 10 µM; hit rate 0.18% among 330,000;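 active = superoxide response under a set limit, about three screen SD below normal, cut at about 65% in these data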;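 note: yeast aged for seven days with compound at 30 °C before DHE staining; 100% = average MFI of all compound-treated wells on the plate with controls excluded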
MCL1-BIM inh: inhibitors of human MCL1 binding to BIM-BH3 peptide; AID 2057; Q07820; inhibition, % at 10.9 µM; GST-MCL1 / FITC-Bim-BH3 fluorescence polarization; hit rate 0.68% among 320,000;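 active = inhibition above the mean inhibition of all tested compounds plus 3 SD, set per campaign, cut at about 40% in these data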;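 note: 0% = DMSO wells and 100% = unlabeled Bim-BH3 peptide control; higher means more loss of mP so more displacement of Bim peptide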
Fam108B inh: Fam108B inhibition, counter-screen for RBBP9 inhibitors. recombinant Fam108B, FP-Rh probe fluorescence polarization. inhibition, % at 9.51 µM. hit rate 0.33% among 300,000. AID 1947;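 active = inhibition above the screen mean inhibition plus 3 SD, computed separately per campaign, cut at about 18% in these data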;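 note: inhibitors lower polarization as less probe binds the enzyme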
ZTA counter: blocks Epstein-Barr virus ZTA, an EBNA-1 counter-screen. P03206. ZTA-DNA binding, fluorescence polarization. inhibition, % at 11 µM. hit rate 0.15% among 320,000; in the data active = inhibition above about 33%
Target sequence (P03206 whole entry, looked up): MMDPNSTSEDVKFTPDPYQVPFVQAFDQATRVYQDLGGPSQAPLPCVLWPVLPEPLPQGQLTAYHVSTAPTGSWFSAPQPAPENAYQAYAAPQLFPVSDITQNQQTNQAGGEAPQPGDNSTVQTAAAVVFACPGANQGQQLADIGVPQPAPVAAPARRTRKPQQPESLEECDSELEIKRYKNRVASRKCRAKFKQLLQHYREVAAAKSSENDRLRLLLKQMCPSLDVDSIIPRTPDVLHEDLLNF
Efflux pump mplx: inhibitors of Candida antifungal efflux pumps expressed in yeast | S. cerevisiae Candida pump triplex, Nile Red efflux | inhibition, % at 10 µM | hit rate 0.44% among 330,000 | AID 485275;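 active = plate passing quality check with inhibition over a set limit, or well fluorescence over plate mean plus 4 SD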;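 note: Nile Red retained in pooled yeast measured as flow cytometry median fluorescence; 0% = buffer negative control and 100% = Enniatin B positive control; higher means more Nile Red kept so more efflux inhibition; some compounds called inactive have numbers as strong as hits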
EBNA-1 inh: blocks EBNA-1 binding to DNA; hit rate 0.34% among 300,000; inhibition, % at 14.8 µM; EBNA-1 DNA binding, fluorescence polarization; in the data active = inhibition above about 28%
MEX-5 binding: C. elegans MEX-5 TCR-2 RNA binding activity | MEX-5/FITC-TCR2 RNA binding, fluorescence polarization; stronger effect = lower value | activity score (negative = inhibition of binding), % at 10 µM | hit rate 0.38% among 300,000 | AID 1832;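 active = inhibition past about -25% in most replicates, and total fluorescence under double the plate's negative control median, limit read from the data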;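 note: 0% = DMSO and -100% = 5 µM competing unlabeled TCR2 RNA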
* marks the source's active call; other numbers are inactive results; . = no result given.

Values run as follows: EBNA-1 inh | Efflux pump mplx | BCLXL inh | Fam108B inh | GLD-1 TGE inh | MEX-5 binding | MCL1-BIM inh | ZTA counter | CR mimetic SO
COc1cc(C(=O)COC(=O)c2cc([N+](=O)[O-])ccc2N2CCOCC2)ccc1OC(F)F
    -4 | 0.0 | -4 | -2 | 5 | -2.2 | -1 | -6 | 112
CCS(=O)(=O)c1ccc2oc(SCC(=O)N3CCCCC3)nc2c1
    6 | -0.1 | 5 | 7 | 4 | -0.2 | 3 | -2 | 106
COc1ccc(NC(=O)c2cccs2)cc1OC
    9 | 0.0 | -1 | 1 | -4 | -2.3 | 4 | 3 | 81
Cc1ccc(C)c(OCC(=O)N/N=C/c2ccsc2)c1
    -7 | 0.1 | 0 | 2 | -5 | -1.9 | 3 | 14 | 85
Cc1ccc(NCC(=O)N/N=C/c2cccc(Oc3ccccc3)c2)cc1
    7 | -0.5 | 0 | 8 | 5 | 4.7 | 7 | 6 | 89
Nc1nncn1C(=O)CCCOc1ccc(Cl)cc1Cl
    1 | -0.1 | -3 | -5 | 12 | -0.4 | 5 | -8 | 77
Cc1ccccc1CNc1nnnn1C
    5 | -0.1 | 11 | 0 | 2 | -0.9 | 4 | 11 | 97
O=C(COc1ccc(Br)cc1Br)NC(=O)NC1CCCC1
    5 | 0.0 | 4 | -3 | 4 | 0.0 | 6 | -4 | 99
CN(C)CCOc1ccccc1-c1ccccc1
    4 | -0.2 | 1 | -1 | 8 | -0.1 | -3 | 37* | 94
O=c1cc(-c2ccccc2Cl)oc2cc(O)cc(O)c12
    -13 | -0.1 | 5 | -1 | 5 | -0.9 | 11 | -16 | 100
O=[N+]([O-])c1cccc(S(=O)(=O)Nc2cccc(-c3ccc(N4CCOCC4)nn3)c2)c1
    9 | -0.1 | -1 | 3 | 2 | -0.6 | 0 | 1 | 86
CCN(CC)S(=O)(=O)c1ccc(NS(=O)(=O)c2ccc(F)cc2)cc1
    5 | 0.0 | 1 | 4 | 0 | 4.4 | -9 | -13 | 94
CCOc1ccccc1NC(=O)Nc1cc(S(=O)(=O)N(C)C)ccc1C
    2 | 0.0 | -3 | 5 | 7 | -0.7 | -2 | -1 | 90
c1ccc(-c2nnc(-c3ccccc3)nn2)cc1
    5 | 0.0 | 8 | 1 | 12 | 0.4 | -2 | -3 | 84
CN(C)N1C(N)=C(C#N)C(c2ccc(Br)cc2)C2=C1CCCC2=O (configuration not stated)
    -7 | -0.1 | 6 | -7 | 3 | -0.4 | 2 | -10 | 90

14 neighbouring records out of the list so far, for reference:
Values run as follows: EBNA-1 inh | Efflux pump mplx | BCLXL inh | Fam108B inh | GLD-1 TGE inh | MEX-5 binding | MCL1-BIM inh | ZTA counter | CR mimetic SO
COc1cc(C(=O)COC(=O)c2cc([N+](=O)[O-])ccc2N2CCOCC2)ccc1OC(F)F
    -4 | 0.0 | -4 | -2 | 5 | -2.2 | -1 | -6 | 112
CCS(=O)(=O)c1ccc2oc(SCC(=O)N3CCCCC3)nc2c1
    6 | -0.1 | 5 | 7 | 4 | -0.2 | 3 | -2 | 106
COc1ccc(NC(=O)c2cccs2)cc1OC
    9 | 0.0 | -1 | 1 | -4 | -2.3 | 4 | 3 | 81
Cc1ccc(C)c(OCC(=O)N/N=C/c2ccsc2)c1
    -7 | 0.1 | 0 | 2 | -5 | -1.9 | 3 | 14 | 85
Cc1ccc(NCC(=O)N/N=C/c2cccc(Oc3ccccc3)c2)cc1
    7 | -0.5 | 0 | 8 | 5 | 4.7 | 7 | 6 | 89
Nc1nncn1C(=O)CCCOc1ccc(Cl)cc1Cl
    1 | -0.1 | -3 | -5 | 12 | -0.4 | 5 | -8 | 77
Cc1ccccc1CNc1nnnn1C
    5 | -0.1 | 11 | 0 | 2 | -0.9 | 4 | 11 | 97
O=C(COc1ccc(Br)cc1Br)NC(=O)NC1CCCC1
    5 | 0.0 | 4 | -3 | 4 | 0.0 | 6 | -4 | 99
CN(C)CCOc1ccccc1-c1ccccc1
    4 | -0.2 | 1 | -1 | 8 | -0.1 | -3 | 37* | 94
O=c1cc(-c2ccccc2Cl)oc2cc(O)cc(O)c12
    -13 | -0.1 | 5 | -1 | 5 | -0.9 | 11 | -16 | 100
O=[N+]([O-])c1cccc(S(=O)(=O)Nc2cccc(-c3ccc(N4CCOCC4)nn3)c2)c1
    9 | -0.1 | -1 | 3 | 2 | -0.6 | 0 | 1 | 86
CCN(CC)S(=O)(=O)c1ccc(NS(=O)(=O)c2ccc(F)cc2)cc1
    5 | 0.0 | 1 | 4 | 0 | 4.4 | -9 | -13 | 94
CCOc1ccccc1NC(=O)Nc1cc(S(=O)(=O)N(C)C)ccc1C
    2 | 0.0 | -3 | 5 | 7 | -0.7 | -2 | -1 | 90
c1ccc(-c2nnc(-c3ccccc3)nn2)cc1
    5 | 0.0 | 8 | 1 | 12 | 0.4 | -2 | -3 | 84

Back to the main list, repeating the 2 entries before the break.
Values run as follows: EBNA-1 inh | Efflux pump mplx | BCLXL inh | Fam108B inh | GLD-1 TGE inh | MEX-5 binding | MCL1-BIM inh | ZTA counter | CR mimetic SO
c1ccc(-c2nnc(-c3ccccc3)nn2)cc1
    5 | 0.0 | 8 | 1 | 12 | 0.4 | -2 | -3 | 84
CN(C)N1C(N)=C(C#N)C(c2ccc(Br)cc2)C2=C1CCCC2=O (configuration not stated)
    -7 | -0.1 | 6 | -7 | 3 | -0.4 | 2 | -10 | 90
C[C@@H]1CC[C@]2(O[C@@H](CCO)C[C@H](O)[C@H]2O)O1
    6 | 0.0 | 4 | -2 | 1 | -0.2 | 9 | -5 | 97
O=C(CSc1nnc(Cn2nnc3ccccc32)o1)N(Cc1ccc(F)cc1)c1ccccc1
    4 | -0.1 | 3 | 2 | 3 | -0.2 | 3 | 3 | 97
Cc1nn(-c2ccc(Cl)c(Cl)c2)c(=O)c2ccccc12
    0 | 0.0 | 1 | -3 | 2 | 1.8 | 3 | 2 | 96
Cc1cc(Nc2nc(Cl)c(Cl)cc2Cl)n(-c2ccccc2)n1
    0 | -0.3 | 0 | -6 | 7 | 1.3 | 1 | -11 | 86
O=C(Cn1c(=O)[nH]c2ccccc2c1=O)N1CCN(c2cccc(Cl)c2)CC1
    6 | -0.1 | 1 | 4 | 3 | 3.1 | -1 | 7 | 94
O=C(CCN1C(=O)C2C3C=CC(C3)C2C1=O)Nc1ccccc1F (configuration not stated)
    2 | 0.1 | 7 | -3 | 1 | -0.6 | 13 | 1 | 104
CCN(CC)S(=O)(=O)c1ccc2c(c1)c(=O)c(C(=O)NCCc1ccccc1)cn2C
    12 | -0.1 | 1 | -1 | -3 | 2.6 | 2 | 16 | 138
Cc1cc(N)n(-c2ccc(S(=O)(=O)N3CCCC3)cc2[N+](=O)[O-])n1
    10 | -0.1 | 5 | -1 | 2 | -1.8 | 8 | -15 | 108
COc1ccc(-c2ccc3c(c2)c(-c2cccs2)c(-c2cc(OC)cc(OC)c2)n3C)cc1
    . | 0.4 | -2 | . | 6 | . | -3 | 13 | 122
COC(=O)C1CCN(C(=O)COC(=O)c2cccc(NS(=O)(=O)c3ccccc3)c2)CC1
    5 | 0.0 | -2 | 0 | -1 | 1.5 | 4 | 4 | 107
COc1cccc(-n2nnc3c(=O)n(Cc4ccccc4F)cnc32)c1
    -3 | 0.1 | 5 | -2 | 8 | -2.8 | 5 | -4 | 108
O=C(O)CCC(=O)OCc1c(-c2ccccc2)ncc2ccccc12
    . | -0.5 | 2 | . | -1 | . | 0 | 3 | 102
Cc1ccc2cc(CN(CCN(C)C)C(=S)Nc3ccccc3)c(=O)[nH]c2c1C
    -13 | 0.0 | 3 | -2 | -3 | -0.7 | -2 | -5 | 98
O=C(COc1cccc(C(F)(F)F)c1)NNC(=O)Cn1c(=O)cnc2ccccc21
    -10 | 0.1 | 5 | 2 | 8 | -0.4 | 0 | -2 | 107
